From PubChem BioAssay
CXCR6 block – inhibitors of human CXCR6 receptor | O00574 | CHO-K1 PathHunter CXCR6 beta-arrestin, luminescence | inhibition, % at 20 µM | hit rate 0.36% among 360,000 | AID 602244; in the data active = inhibition above about 34%, passing the limit was not always enough;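 also: antagonist mode with CXCL16 agonist at 10 nM final; 0% = 10 nM CXCL16 with DMSO and 100% = unstimulated wells without agonist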
Target sequence (O00574 whole entry, looked up): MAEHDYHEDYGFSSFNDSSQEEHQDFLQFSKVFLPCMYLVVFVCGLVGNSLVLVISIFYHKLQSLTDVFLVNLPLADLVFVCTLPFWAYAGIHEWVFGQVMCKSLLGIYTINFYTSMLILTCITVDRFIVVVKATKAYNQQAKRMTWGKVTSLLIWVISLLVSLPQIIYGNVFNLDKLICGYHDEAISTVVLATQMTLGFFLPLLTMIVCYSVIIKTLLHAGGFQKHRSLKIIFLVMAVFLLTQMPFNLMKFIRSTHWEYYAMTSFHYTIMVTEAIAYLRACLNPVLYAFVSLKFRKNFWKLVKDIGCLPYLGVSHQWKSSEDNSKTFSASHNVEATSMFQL
EBI2 block – antagonists of human EBI2 receptor; hit rate 0.81% among 360,000; EBI2 beta-arrestin recruitment, luminescence, 7a,25-OHC stimulated; inhibition, % at 5 µM; in the data active = inhibition above about 38%;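 also: enzyme fragment complementation signal reports receptor beta-arrestin coupling in cells; 0% = agonist plus DMSO wells and 100% = wells without agonist; some results beyond the cut were filed as inactive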
ATG4B inh – blocks human ATG4B protease cleavage of LC3 substrate. ATG4B cleavage of LC3-PLA2, NBD-HPC fluorescence, 1 h. hit rate 0.51% among 340,000. inhibition, % at 8.33 µM. Q9Y4P1. AID 504462; in the data active = inhibition above about 40%
Target sequence (Q9Y4P1 whole entry, looked up): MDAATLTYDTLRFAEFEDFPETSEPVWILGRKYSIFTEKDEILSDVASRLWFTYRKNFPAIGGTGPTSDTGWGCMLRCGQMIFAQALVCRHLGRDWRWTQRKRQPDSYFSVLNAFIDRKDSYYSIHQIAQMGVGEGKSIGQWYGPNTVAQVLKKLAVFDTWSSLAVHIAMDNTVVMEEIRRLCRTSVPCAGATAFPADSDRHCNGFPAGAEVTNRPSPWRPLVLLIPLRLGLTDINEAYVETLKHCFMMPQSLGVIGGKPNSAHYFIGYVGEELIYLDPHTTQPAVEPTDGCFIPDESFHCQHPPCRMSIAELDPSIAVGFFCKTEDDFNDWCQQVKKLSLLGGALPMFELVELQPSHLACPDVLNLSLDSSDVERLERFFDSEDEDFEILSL
CCR6 antag – blocks CCL20-driven beta-arrestin recruitment at human CCR6; inhibition, % at 20 µM; AID 493098; CHO-K1 CCR6 PathHunter beta-arrestin, luminescence, CCL20-stimulated; P51684; hit rate 0.49% among 340,000;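 active = compounds whose inhibition of the agonist-driven luminescence signal at 20 µM reaches about 50%, limit read from the data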;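 also: cells stimulated with CCL20 at 14 nM final; plate controls were DMSO with CCL20 for no effect and DMSO without agonist for full effect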
APJ ag – APJ receptor agonism. P35414. CHO-K1 APJ PathHunter beta-arrestin, luminescence; 0% DMSO wells, 100% apelin. activation, % at 20 µM. hit rate 0.11% among 330,000. AID 2520;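 active = activation more than six SD over the plate average, tested at 20 µM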;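 also: 0% = DMSO alone and 100% = apelin-13 at 10 nM; some results filed as inactive read as strong as hits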
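Material: CHO-K1 APJ beta-arrestin complementation cell line; Input: cell density 1000 per well; Incubation: compound stimulation 90 min at 25 °C, detection 60 min; Signal: luminescence from split beta-galactosidase complementation, Galacton Star/Emerald II substrate; Controls: DMSO-only wells as negative, 10 nM Apelin-13 as positive control.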
UBC13 inh – blocks human UBC13 polyubiquitin chain formation; inhibition, % at 20 µM; TR-FRET; hit rate 0.47% among 330,000; AID 485273; P61088; in the data active = inhibition above about 45%, passing the limit was not always enough
Target sequence (P61088 whole entry, looked up): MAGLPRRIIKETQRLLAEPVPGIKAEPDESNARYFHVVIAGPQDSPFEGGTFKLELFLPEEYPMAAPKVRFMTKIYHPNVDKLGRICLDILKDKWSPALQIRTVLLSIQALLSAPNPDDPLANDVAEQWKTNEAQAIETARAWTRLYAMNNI
Gli-Sufu block – antagonists of Gli-Sufu signaling; Sufu-KO-LIGHT fibroblasts, Gli luciferase reporter luminescence; inhibition, % at 5 µM; hit rate 0.74% among 340,000;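 active = inhibition above about 55%, limit read from the data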;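 also: 0% = DMSO-treated cells and 100% = wells with medium but no cells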
APJ antag – APJ receptor antagonism. CHO-K1 APJ beta-arrestin complementation, luminescence. inhibition, % at 20 µM. hit rate 0.32% among 330,000. AID 2521;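 active = inhibition above about 40% at 20 µM, limit read from the data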;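 also: cells challenged with 10 nM apelin-13 agonist together with compound; plate controls were apelin-13 plus DMSO wells for no effect and DMSO wells lacking apelin-13 for full effect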
* marks the source's active call; other numbers are inactive results; . = no result given; & = joins results of further samples.

Values run as follows: CXCR6 block, EBI2 block, ATG4B inh, CCR6 antag, APJ ag, UBC13 inh, Gli-Sufu block, APJ antag
1	Cc1ccc(CN2C(=O)N/C(=C/c3cc(C)n(-c4ccccn4)c3C)C2=O)cc1
→ 3.2, 8.7, -12.8, 13.0, 0.4, -14.9, -4.1, -2.5
2	O=C(NCc1cccnc1)c1cccnc1-c1nc2ccccc2s1
→ -2.7, -2.1, -2.5, 12.2, -3.3, -3.8, 7.4, 1.6
3	COc1ccc(C(=O)OCC(=O)c2ccc3c(c2)NC(=O)CO3)cc1OC
→ 2.7, -5.2, -15.2, -6.5, -3.4, 8.4, 15.7, 4.9
4	COCCCNC(=S)N1CCN(c2nc(C)nc3sc4c(c23)CCCC4)CC1
→ 4.2, 6.7, 46.8*, 10.3, 0.4, 2.0, 12.9, -21.3
5	CN(C)c1ccc(/C=C2\SC(N3CCCCC3)=NC2=O)cc1
→ 9.1, 34.0, -1.9, 16.6, 0.6, -106.5, -14.2, 16.6
6	C[C@]12C=CC(=O)C=C1CC[C@@H]1[C@@H]2[C@@H](O)C[C@@]2(C)[C@H]1CC[C@]2(O)C(=O)CO
→ 1.8, -3.6, -1.6, 9.3, -2.5, 5.3, 5.6, -2.9
7	Cc1cc(C(=O)N/N=C/c2c3ccccc3cc3ccccc23)n[nH]1
→ -13.7, -21.5, 16.1, -1.5, 6.4, -1.9, -16.0, -17.1
8	CC1(C)C2CC=C(/C=N/NC(=O)c3ccccc3Br)C1C2 (stereo unspecified)
→ 6.2, -3.9, -1.4, 13.5, -2.4, 9.1, 2.9, -3.7
9	COc1ccc(S(=O)(=O)NC2CC(=O)N(c3cccc(F)c3)C2)cc1OC (stereo unspecified)
→ -9.7, 1.9, 4.0, 8.9, 7.2, 2.1, -2.5, 3.7
10	CCC(NC(=O)NCCCn1ccnc1)(C(F)(F)F)C(F)(F)F
→ -4.7, -6.0, 0.4, -7.6, -3.3, 0.1, 7.2, 27.0
11	O=C(c1ccc(OCCN2CCCCC2)cc1)c1c(-c2ccc(O)cc2)sc2cc(O)ccc12
→ 17.0&19.4, 15.2&11.6, -7.1&-0.3, 34.6&28.6, 1.0&-0.8, 91.5*, 5.2&11.0, 7.8&-2.7
12	COc1cc(Cl)c(C)cc1NC(=O)CCCn1c(=O)oc2ccccc21
→ 5.1, -1.0, 6.0, 3.8, -2.9, -5.7, 7.7, -4.1
13	COc1ccc(CCNC(=O)Cn2c(=O)n(CC3CCCO3)c(=O)c3cc(OC)c(OC)cc32)cc1OC (stereo unspecified)
→ 8.4, -10.9, -8.9, 1.3, 3.4, 3.5, 2.8, -7.1
14	N#CCNC(=O)C1CC(=O)N(CCc2ccc(F)cc2)C1 (stereo unspecified)
→ 1.5, -1.9, -12.4, 7.7, -2.4, -1.2, 20.9, 13.8
15	CCc1nnc(NC(=O)CCC(=O)N2CCN(C3c4ccccc4-c4ccccc43)CC2)s1
→ 8.5, -10.3, -11.8, 13.0, -0.8, 12.8, 7.8, -21.1
16	Cc1ccc(C)c(CNc2ccc(S(=O)(=O)N3CCCCC3)cc2)c1
→ 8.2, 43.6, 20.6, 17.8, -2.5, -4.5, 3.8, -17.6
17	CCOc1ccccc1NC(=O)CCN1CCN(S(=O)(=O)c2ccc(OC)cc2)CC1
→ -0.4, -3.8, -7.0, 5.4, 1.3, -5.9, 19.8, 9.7
18	Cc1ccc(/C=N/NC(=O)c2cccc(S(=O)(=O)N3CCOCC3)c2)o1
→ -1.8, -6.6, 1.3, 5.5, -2.3, -2.8, -17.3, 2.9
19	Cc1ccc(N(C(=O)CNC(=O)c2ccco2)C(C(=O)NC2CCCCC2)c2cccnc2)c(C)c1 (stereo unspecified)
→ -2.1, 4.2, -6.9, 1.4, -0.5, 6.3, -12.7, 13.2
20	CN(C)CCCNc1oc(-c2ccccc2Cl)nc1S(=O)(=O)c1ccccc1
→ 10.5, -10.1, 8.1, 6.0, -7.0, 12.9, 4.0, -6.0
21	COc1cccc(N2CCN(c3ccc4nnc(CCC(=O)Nc5ccc(C)cn5)n4n3)CC2)c1
→ -7.1, 5.9, -8.5, 3.6, -0.7, 10.9, -28.6, 2.9
22	Cc1nn(C)c(Cl)c1C(=O)NCC(=O)NCc1ccccc1
→ -6.1, -7.0, -1.6, 16.4, -0.9, 0.1, 4.8, -8.6
23	CCn1nnnc1SCC(=O)N(C)C1CCS(=O)(=O)C1 (stereo unspecified)
→ -4.7, -13.1, 3.6, -6.0, -2.3, 0.0, -5.3, 10.5
24	O=C1c2ccccc2C(=O)N1Cc1cccnc1
→ 1.1, -0.7, -11.2, -1.1, -2.7, 7.4, -1.5, 3.5
25	CCOc1ccc(N)cc1OC
→ -8.0, -6.2, -6.9, -4.1, 5.1, -1.0, 4.2, -27.9
26	OC1CNc2c(ccc3ccccc23)C1 (stereo unspecified)
→ -2.2, -8.9, -5.1, 1.5, ., ., 6.6, .
27	C=C(C)Cn1c(C2CC(=O)N(c3ccccc3F)C2)nc2ccccc21 (stereo unspecified)
→ -2.9, -3.6, -0.1, 8.5, 4.0, -1.7, 4.1, 0.7
28	CCCN(c1ccccc1F)S(=O)(=O)c1c[nH]c(C(=O)OC)c1
→ -0.4, -6.3, -1.1, 8.2, -4.2, -0.6, -3.9, -2.9
29	N#CCCN1CCN(Cc2ccccc2)CCC1=O
→ -8.0, -16.7, -0.9, -1.3, 3.0, -1.2, -7.4, 10.6
30	N#C/C(=C\c1ccccc1)C(=O)N1CCN(c2ccccc2F)CC1
→ 3.6, 12.6, -6.2, 8.2, -0.6, -1.0, -1.9, 28.1

Reformatted: 2 of the compounds above.
No. | Structure | CXCR6 block | EBI2 block | ATG4B inh | CCR6 antag | APJ ag | UBC13 inh | Gli-Sufu block | APJ antag
6 | C[C@]12C=CC(=O)C=C1CC[C@@H]1[C@@H]2[C@@H](O)C[C@@]2(C)[C@H]1CC[C@]2(O)C(=O)CO | 1.8 | -3.6 | -1.6 | 9.3 | -2.5 | 5.3 | 5.6 | -2.9
7 | Cc1cc(C(=O)N/N=C/c2c3ccccc3cc3ccccc23)n[nH]1 | -13.7 | -21.5 | 16.1 | -1.5 | 6.4 | -1.9 | -16.0 | -17.1

(cont.)
Values run as follows: CXCR6 block, EBI2 block, ATG4B inh, CCR6 antag, APJ ag, UBC13 inh, Gli-Sufu block, APJ antag
31	Cc1ccc(C(=O)NC2CC(=O)N(c3ccc4c(c3)OCCO4)C2)cc1[N+](=O)[O-] (stereo unspecified)
→ 3.3, 13.2, 3.5, -3.7, -2.4, 1.3, -23.6, 19.7
32	CCn1ncc([N+](=O)[O-])c1C(=O)Nc1c(C)cccc1C
→ -4.2, 6.0, 9.1, 5.7, 2.4, -4.9, 0.3, -15.7
33	C[C@H](CO)N1C[C@H](C)[C@@H](CN(C)Cc2ccc(C(=O)Nc3ccccc3N)cc2)Oc2c(NC(=O)C3CCCCC3)cccc2C1=O
→ 3.5, 6.7, 1.0, 11.2, -2.6, 4.8, 32.5, -2.8
34	COc1cccc(NC(=O)c2c(F)cccc2F)c1
→ 3.3, -2.4, 1.6, -5.8, -2.1, 5.7, -50.5, 11.8
35	O=C(Nc1ccc(F)cc1)C(c1ccccc1)N1CCN(S(=O)(=O)c2ccccc2)CC1 (stereo unspecified)
→ 15.1, -1.6, -5.7, -1.2, 1.7, 0.9, -7.0, -0.3
36	Cc1cccc(OCc2nnc(SCC(=O)N3c4ccccc4CC3C)n2C)c1C (stereo unspecified)
→ 3.7, 2.7, 2.4, 4.9, 0.1, 18.3, 2.6, 0.9
37	COc1cc(SC)ccc1C(=O)Nc1ccon1
→ 2.1, -6.1, -9.0, 1.4, -2.1, 3.9, -39.2, -5.8
38	Nc1nnc(N2CCCCCC2)s1
→ -6.4, -5.1, -3.7, 9.3, -4.5, -5.5, 25.7, -23.3
39	Cc1nc(Nc2nc(CSc3nc4ccccc4[nH]3)cc(=O)[nH]2)nc2ccccc12
→ 3.9, 14.8, 0.1, 20.6, 1.0, -12.5, 21.9, 5.3
40	Cc1ccc(S(=O)(=O)N(C)c2ccccc2C(=O)Nc2c(F)cccc2F)cc1
→ -4.9, -4.4, -6.3, 4.5, -0.5, -3.6, 15.6, 6.5
41	O=C(O)CSCc1ccc(C(=O)O)o1
→ -8.0, 2.3, -0.2, 1.1, -3.0, 11.3, -2.7, 6.3
42	O=C(O)COc1ccccc1-c1nc(-c2ccccc2)c(-c2ccccc2)[nH]1
→ -0.4, 2.8, 3.6, -6.2, -1.5, -8.5, -2.7, -3.3
43	Cc1cc(C)n2nc(SCC(=O)N3CCCC3)nc2n1
→ 4.2, 3.7, 4.3, 3.8, -1.1, 6.3, 2.2, 0.6
44	CC1(C)CC(=O)NC=C(c2ccccc2)C1
→ -5.1, -3.7, -6.4, -3.4, -2.9, 7.0, 1.3, 8.1
45	C=C(C)C1CC=C(C)/C(=N/NC(=O)COc2ccc(Cl)cc2)C1 (stereo unspecified)
→ -1.1, 30.4, -0.7, 14.0, 1.6, 6.7, -6.5, -3.1

Random excerpt: seven entries already listed, in no set order.
Values run as follows: CXCR6 block, EBI2 block, ATG4B inh, CCR6 antag, APJ ag, UBC13 inh, Gli-Sufu block, APJ antag
38	Nc1nnc(N2CCCCCC2)s1
→ -6.4, -5.1, -3.7, 9.3, -4.5, -5.5, 25.7, -23.3
28	CCCN(c1ccccc1F)S(=O)(=O)c1c[nH]c(C(=O)OC)c1
→ -0.4, -6.3, -1.1, 8.2, -4.2, -0.6, -3.9, -2.9
34	COc1cccc(NC(=O)c2c(F)cccc2F)c1
→ 3.3, -2.4, 1.6, -5.8, -2.1, 5.7, -50.5, 11.8
2	O=C(NCc1cccnc1)c1cccnc1-c1nc2ccccc2s1
→ -2.7, -2.1, -2.5, 12.2, -3.3, -3.8, 7.4, 1.6
36	Cc1cccc(OCc2nnc(SCC(=O)N3c4ccccc4CC3C)n2C)c1C (stereo unspecified)
→ 3.7, 2.7, 2.4, 4.9, 0.1, 18.3, 2.6, 0.9
8	CC1(C)C2CC=C(/C=N/NC(=O)c3ccccc3Br)C1C2 (stereo unspecified)
→ 6.2, -3.9, -1.4, 13.5, -2.4, 9.1, 2.9, -3.7
11	O=C(c1ccc(OCCN2CCCCC2)cc1)c1c(-c2ccc(O)cc2)sc2cc(O)ccc12
→ 17.0&19.4, 15.2&11.6, -7.1&-0.3, 34.6&28.6, 1.0&-0.8, 91.5*, 5.2&11.0, 7.8&-2.7

Additional entries.
Values run as follows: CXCR6 block, EBI2 block, ATG4B inh, CCR6 antag, APJ ag, UBC13 inh, Gli-Sufu block, APJ antag
46	Cc1ccc(NC(=O)COC(=O)CC2SC(N3CCCC3)=NC2=O)cc1 (stereo unspecified)
→ 0.8, -14.5, 1.1, -3.4, -2.1, 2.4, -4.0, -12.2
47	COc1ccccc1N1CCN(C(=O)c2cc(-c3cccs3)on2)CC1
→ -4.2, 67.2*, 8.8, -2.5, -1.5, -16.9, -29.1, -12.1
48	CC1Sc2ccc(C(=O)Nc3ccc(S(=O)(=O)N(C)C)cc3)cc2NC1=O (stereo unspecified)
→ -2.2, 6.1, -9.9, 5.3, 2.5, 3.1, -1.8, -11.3
49	COCCNC(=S)N(CCc1c(C)[nH]c2ccc(F)cc12)Cc1ccc(C)cc1
→ 3.1, 16.5, 0.6, 7.7, -2.3, 5.8, 15.4, 0.1
50	CCOc1ccc(NC(=O)CSc2nc(=O)n(CCN3CCOCC3)c3c2CCCC3)cc1
→ -5.6, -1.5, -2.4, 1.4, -5.6, -2.1, 1.3, -13.3
51	COc1ccccc1NC(=O)Cn1cc(C(=O)C(=O)N2CCOCC2)c2ccccc21
→ 3.7, 17.2, 2.1, -1.8, -3.2, 8.7, 1.4, 29.2
